Wnt bcat act – activates Wnt/beta-catenin signaling in a reporter cell assay. activator, plate reader. activation, % at 9.35 µM. hit rate 1.2% among 300,000. AID 743398; in the data active = activation above about 30%, passing the limit was not always enough;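 note: 0% = neutral control wells and 100% = positive control wells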
Active calls of the source: *. This is a subset (hit frequency here may not be typical).

SMILES	Wnt bcat act
C[C@H]1CN(C(=O)OC(C)(C)C)CCN1c1ccc(N2CCS(=O)(=O)CC2)c(C#N)c1	-2.6
C[N+](C)(C)CCN1CCc2ccccc21	-2.9
COc1ccc(NC(=O)N(C)C[C@@H]2OCCCC[C@@H](C)Oc3ccc(NC(=O)NC4CCCCC4)cc3C(=O)N([C@H](C)CO)C[C@@H]2C)cc1	-4.7
CCCCNC(=O)c1nc(C2CCN(S(=O)(=O)c3csc(C(=O)O)c3)CC2)oc1-c1ccccc1	1.2
COC(=O)C1=CN(c2ccc3c(c2)OCO3)C(N)=C(C#N)C1c1ccccc1 (centres undefined)	-4.9
COC(=O)[C@]12CCCCC=C1N(Cc1ccc(Cl)cc1Cl)C(=O)[C@H](CC(=O)NCc1cccc3ccccc13)C2	-3.5
CCOc1ccc(CCN2C(=O)C(=O)N([C@@H](Cc3ccccc3)CN3CCC[C@H]3CN3C(=O)C(=O)NC[C@@H]3Cc3ccccc3)C[C@@H]2CC(C)C)cc1	-2.6
C[C@H](CO)N1C[C@H](C)[C@@H](CN(C)C(=O)Nc2ccc(F)cc2)OCc2cn(nn2)CCCC1=O	-0.6
COCCCNC(=O)C[C@H]1C[C@@]2(C(=O)OC)C(=C[C@H](COCc3ccccc3)O[C@@H]2C)N(CCC2=CCCCC2)C1=O	-2.6
CC(C)C[C@H]1COc2cc(N3CCC[C@@H]3CO)ccc2S(=O)(=O)N1	2.0
COC(=O)c1ccc2nc(-c3ccccc3)c(Cc3ccccc3OC)n2c1	3.9
OCC[C@@H]1C[C@H](O)[C@@H](O)[C@@]2(OCCCc3cc(Cl)ccc32)O1	10.3
COC(=O)[C@@]1(Cc2ccc(F)cc2)[C@H]2c3cc(C(=O)N(C)C)n(Cc4ccc(S(C)(=O)=O)cc4)c3C[C@H]2CN1C(=O)c1ccccc1	-3.2
C[C@H](O)[C@@H]1C(=O)N2CCc3c([nH]c4c(-c5ccccc5)cccc34)[C@@H]2C[C@@H]1N(C)C(=O)OCc1ccccc1	-1.9
CC(C)C[C@H]1CN(CCCC[C@H]2CNC(=O)C(=O)N2CCc2ccc(O)cc2)C(=O)C(=O)N1CCc1ccc(O)cc1	-1.7
CCOC1=C2[C@H](c3ccc(CC)cc3)N(S(=O)(=O)c3ccc(C)cc3)C[C@H]2n2c(=O)n(-c3ccccc3)c(=O)n2C1	-2.2
Nc1ncnc2c1ncn2[C@@H]1O[C@H](CNC(=O)[C@H](N)Cc2cccnc2)[C@@H](O)[C@H]1O	-1.2
CCCCCCCCN1C(=O)[C@@H](CC(=O)NCc2ccc(C)o2)C[C@@]2(C(=O)OC)C1=C[C@H](C1CCCC1)O[C@@H]2C	-6.4
CC(C)[C@@H]1Cc2[nH]c(=O)[nH]c(=O)c2[C@H](c2ccc(F)cc2)O1	0.0
CC(=O)N1Cc2cc(C(=O)NCC(F)(F)F)nc(-c3cccc(-c4cccnc4)c3)c2[C@@H]1CCO	-1.0
CCCCC[C@H]1CCCCC[C@@H](O)C[C@@H](O)[C@@H](O)/C=C/C(=O)O1	0.0
C[C@H](O)[C@@H]1C(=O)N2CCc3c([nH]c4c(-c5ccc6c(c5)OCO6)cccc34)[C@@H]2C[C@@H]1N(C)C(=O)NC1CCCCC1	-2.2
COC(=O)[C@@]1(Cc2ccc(F)cc2)[C@H]2c3cc(C(=O)N(C)C)n(CCN4CCOCC4)c3C[C@H]2CN1C(=O)c1ccccc1	-2.5
COC(=O)C1=C(C)N(C)C(=NCc2cccc(C(F)(F)F)c2)NC1c1cccc(Cl)c1 (centres undefined)	-12.1
Cc1cccc(C)c1NC(=O)C1(C)CSCC(=O)N1CC(C)C (centres undefined)	7.3
CC(C)(C)n1c(O)c2n(c1=O)Cc1ccccc1N=C2c1ccccc1	-2.0
COC(=O)[C@]12C[C@H](CC(=O)NCC34CC5CC(CC(C5)C3)C4)C(=O)N(Cc3ccc4c(c3)OCO4)C1=C[C@H](COCc1ccccc1)O[C@@H]2C	-2.3
CO[C@@H]1CN(C)C(=O)c2ccc(NC(=O)C3CCCC3)cc2OC[C@@H](C)N(Cc2ccc(F)cc2)C[C@H]1C	-1.8
COC(=O)[C@@]1(Cc2ccc(F)cc2)[C@H]2c3cc(C(=O)N4CCCC4)n(CCO)c3C[C@H]2CN1C(=O)c1ccccc1	4.3
CC(C)C1Cc2[nH]c(=S)[nH]c(=O)c2C(c2ccc(Cl)cc2)O1 (centres undefined)	-2.1
CC(C)C[C@H](NC(=O)CC[C@H]1O[C@@H](n2ccc(=O)[nH]c2=O)[C@H](O)[C@@H]1O)C(=O)O	-0.7
CC(C)C[C@H]1CNC(=O)C(=O)N1C[C@H]1CCCN1C[C@H](CC(C)C)N1C[C@H](CC(C)C)N(CCc2ccccc2)C(=O)C1=O	-1.7
Cn1c(=O)c2c(-c3ccccc3)n(-c3ccc(N)cc3)cc2n(C)c1=O	-1.5
CC(C)c1[nH]nc2c1C(c1ccc(F)cc1)NC2=O (centres undefined)	-1.5
COC(=O)C[C@H]1CC[C@@H](NC(=O)C2CC2)[C@@H](CO)O1	-2.3
O=C(NC1CCCC1)c1nc(-c2ccco2)oc1-c1ccccc1	-0.8
CCc1ccc(C2CC3C(CN2S(=O)(=O)c2ccc(C)cc2)C(=O)CC(c2ccc(CC)cc2)N3S(=O)(=O)c2ccc(C)cc2)cc1 (centres undefined)	-2.5
COc1ccc(N2C(=O)c3ccccc3NC(=O)C2C(=O)NCC(C)C)cc1 (centres undefined)	-1.9
CCCCCN(C(=O)CCc1cn(CCCCC)c2ccccc12)c1ccc(Oc2cccnc2)cc1	-14.2
COC(=O)[C@@]1(C(C)C)N=C(c2cc(OC)c(OC)c(OC)c2)[C@]2(O1)C(=O)Nc1ccc(F)cc12	-2.6
C=CCCC(=O)N1C[C@H]2CCN(C)[C@H]2C[C@H]1c1ccc(Br)cc1	-0.3
O=C1Nc2ccccc2N=C(c2ccc3c(c2)OCO3)C1N(C(=O)c1ccc2ccccc2c1)C1CC1 (centres undefined)	1.0
CCCCCNC(=O)C(c1cc2ccccc2o1)n1c(=O)c(-c2cc3ccccc3[nH]2)nc2ccccc21 (centres undefined)	-2.7
COc1ccc2c(c1)OC[C@H]1[C@H]2N2C(=O)CNC(=O)[C@@]2(C)[C@H]1c1ccccc1	1.8
CCOc1cc2c(c3c1C(c1ccccc1)N(S(=O)(=O)c1ccc(C)cc1)C3)C(=O)C=CC2=O (centres undefined)	-5.1
CC[C@H](C)/C=C(C)/C=C/c1cc2c(cn1)C(=O)[C@@](C)(OC(C)=O)C(O)=C2Cl	-2.2
CC(C)C[C@H]1CN([C@@H](Cc2ccccc2)CN2CCC[C@H]2CN2C(=O)C(=O)NC[C@@H]2Cc2ccccc2)C(=O)C(=O)N1CC1CCCCCC1	-4.6
C=CCN1C[C@H](COC(=O)c2ccc(C)c(C)c2)Oc2cccc(F)c2S1(=O)=O	-1.9
COc1ccc(-c2nc3c4ccccc4ccn3c2Cc2ccccc2)cc1OC	6.1
CC(=O)N1CCN(Cc2cc(=O)oc3cc(C)ccc23)CC1	-2.5
Cc1cccc(C)c1Cn1c(C)c(C(=O)NCc2cccc(Cl)c2)sc1=O	-7.2
C[C@@H]1ON(C)[C@H]2C[C@H]3c4[nH]c5c(-c6ccc(F)cc6)cccc5c4CCN3C(=O)[C@@H]12	-0.5
CN1OC[C@@H]2CN(S(=O)(=O)c3cccc4ccccc34)[C@H](c3ccc(N4CCCCC4)cc3)C[C@@H]21	-0.4
c1ccc(CN2CCCC3CC2c2ccccc23)cc1 (centres undefined)	-1.3
COCCCN1C(=O)C(CC(=O)NCc2ccco2)CC(C(=O)N(C(C)C)C(C)C)=C1C (centres undefined)	-1.1
Cc1cccc(C)c1NC(=O)C(c1ccccc1)N1CCC(Cc2ccccc2)CC1 (centres undefined)	-4.3
CCOC(=O)[C@]12CCCC=C1N(Cc1ccc3c(c1)OCO3)C(=O)[C@H](CC(=O)N1CCC(c3ccccc3)CC1)C2	-4.8
C[C@H]1CN([C@@H](C)CO)C(=O)CCCn2cc(nn2)CO[C@@H]1CN(C)C(=O)Nc1ccc(-c2cccs2)cc1	-1.4
C[C@@H]1COc2cccc(NCCO)c2S(=O)(=O)N1	-2.6
C[C@H](O)[C@@H]1C(=O)N2CCc3c([nH]c4c(-c5ccccc5)cccc34)[C@@H]2C[C@@H]1N(C)C(=O)c1cc(Cl)cc(Cl)c1	-1.4
Continuation:
SMILES	Wnt bcat act
COc1ccc(-c2nc3ccc(Cl)cn3c2Cc2ccccc2)cc1OC	0.9
O=C(NCC[C@H]1CC[C@@H](NC(=O)C2CCOCC2)[C@@H](CO)O1)Nc1ccc(Cl)cc1	-1.3
COc1ccc(C(c2nnnn2-c2c(C)cccc2C)N2CCN(C/C=C/c3ccccc3)CC2)cc1 (centres undefined)	-0.3
COC(=O)C1=C(C)N(Cc2ccccc2C(F)(F)F)C(=NCc2cccc(C(F)(F)F)c2)NC1c1ccc(F)cc1 (centres undefined)	-11.5
CC(C)NC(=O)C1(C#N)C=C1c1ccccc1 (centres undefined)	-0.6
O=C(C(=O)N1CCN(c2ccccc2)CC1)c1ccco1	-0.1
Cc1cc2nc(-c3nnnn3-c3c(C)cccc3C)c(=O)[nH]c2cc1C	-2.7
O=S1(=O)CC(N2CCN(CCO)CC2)CN1Cc1cn(Cc2ccc(C(F)(F)F)cc2)nn1 (centres undefined)	-1.2
COc1ccc(-c2cc3c(c4c2ccn4C)C2CCC3C2)cc1 (centres undefined)	-1.6
Nc1nc2c(ncn2[C@@H]2O[C@H](C(=O)N[C@@H](Cc3ccccc3)C(=O)NCc3ccccc3)[C@@H](O)[C@H]2O)c(=O)[nH]1	1.3
O=C(NCc1ccccc1)C(c1ccc(C(F)(F)F)cc1)n1c(=O)c(-c2ccco2)nc2ccccc21 (centres undefined)	-2.5
CCCCC[C@@H](C)N1C[C@H](COCc2ccccc2)Oc2cc(N3CCC[C@H]3C(N)=O)ccc2S1(=O)=O	-2.9
CCOC(=O)[C@]12CCCC=C1N(Cc1ccc3c(c1)OCO3)C(=O)[C@H](CC(=O)N1CCOCC1)C2	0.0
CCN(c1cccc(C)c1)S(=O)(=O)c1cc2[nH]c(=O)c(=O)[nH]c2cc1C	-0.6
COc1cc(C(=O)NC2CCCCN(C)C2=O)cc(OC)c1OC (centres undefined)	-0.2
COc1ccc(C(C)(C)C)cc1N1C(=O)[C@@H]2CSCCS(=O)(=O)N2C1=O	-1.9
O=C(NCc1ccccc1)C(c1ccccc1)n1c(-c2ccncc2)nc2ccccc21 (centres undefined)	2.0
CCCc1nc2ccc(C)cn2c1Cc1ccsc1	-0.4
CCOC(=O)[C@]12CCC=C1N(CCC1=CCCCC1)C(=O)[C@H](CC(=O)NCC1CCCCC1)C2	-3.2
O=S1(=O)N[C@H](Cc2ccccc2)COc2cc(N3CCOCC3)ccc21	2.2
O=C(/C=C/[C@H]1O[C@@H](n2cnc3c(NC(=O)c4ccccc4)ncnc32)[C@H](O)[C@@H]1O)NCc1ccco1	-2.8
CN1OC[C@@H]2CN(S(=O)(=O)c3cccc(C(F)(F)F)c3)[C@H](c3ccc(N4CCCCC4)cc3)C[C@@H]21	-0.5
COC(=O)c1cc2c(c3c4cc(F)ccc4n(S(=O)(=O)c4ccccc4)c13)C(=O)N(Cc1ccccc1OC)C2	-6.3
CCOC1CCCc2oc(-c3ccc(OC)cc3)c(C#CCCO)c21 (centres undefined)	4.0
O=C(Nc1ccc2c(c1)OCCO2)C(c1ccnc2ccccc12)n1c(=O)c(-c2ccco2)nc2ccccc21 (centres undefined)	5.4
COC(=O)c1ccccc1	-4.7
O=C(NCc1ccccc1)C1c2ccccc2OCC(=O)N1CCCN1CCOCC1 (centres undefined)	-0.9
O=c1ccn([C@@H]2O[C@H](CNCc3cccc4c3sc3ccccc34)[C@@H](O)[C@H]2O)c(=O)[nH]1	0.9
O=C(/C=C/c1cccc(Br)c1)Nc1nn[nH]n1	-1.9
COC(=O)c1ccc2nc(-c3ccccc3)c(Cc3cccc(Cl)c3)n2c1	-0.7
C=CCN1[C@@H](C)[C@H](c2ccccc2)Oc2cccc(NCC(C)C)c2S1(=O)=O	1.7
O=C(Nc1ccc(F)cc1)C(CCc1ccccc1)N1CCN(c2cccc(C(F)(F)F)n2)CC1 (centres undefined)	-3.3
COC(=O)c1ccc2cc(C)cc(C)c2n1	-0.1
COc1ccc(CCNC(=O)C(F)(F)F)cc1S(N)(=O)=O	0.4
N#CCCN(Cc1ccccc1)C(c1ccnc2ccccc12)c1nnnn1-c1ccc2c(c1)OCCO2 (centres undefined)	-0.8
Cc1noc(C)c1S(=O)(=O)N1CCCc2nc(-c3ccc(F)cc3)ccc21	-4.5
O=C(NC1CCCCC1)C1c2ccccc2OCC(=O)N1Cc1ccccc1 (centres undefined)	-1.5
O=C(N[C@H](Cc1ccccc1)C(=O)NCc1ccc(OC(F)(F)F)cc1)[C@H]1O[C@@H](n2ccc(=O)[nH]c2=O)[C@H](O)[C@@H]1O	3.7
COc1ccc(-c2cc(=O)c3ccc(O)cc3o2)cc1OC	-1.6
CC1=C(C(=O)N(C)C)CC(CC(=O)NCc2cccs2)C(=O)N1Cc1ccc(C(C)(C)C)cc1 (centres undefined)	-3.1
Cc1ccc(CN2CC(N3CCC(c4ccccc4)CC3)CS2(=O)=O)cc1 (centres undefined)	-1.5

5 consecutive compounds already listed:
SMILES	Wnt bcat act
COc1ccc(CCNC(=O)C(F)(F)F)cc1S(N)(=O)=O	0.4
N#CCCN(Cc1ccccc1)C(c1ccnc2ccccc12)c1nnnn1-c1ccc2c(c1)OCCO2 (centres undefined)	-0.8
Cc1noc(C)c1S(=O)(=O)N1CCCc2nc(-c3ccc(F)cc3)ccc21	-4.5
O=C(NC1CCCCC1)C1c2ccccc2OCC(=O)N1Cc1ccccc1 (centres undefined)	-1.5
O=C(N[C@H](Cc1ccccc1)C(=O)NCc1ccc(OC(F)(F)F)cc1)[C@H]1O[C@@H](n2ccc(=O)[nH]c2=O)[C@H](O)[C@@H]1O	3.7

An excerpt from above in order of length of the SMILES, smallest number first:
SMILES	Wnt bcat act
COC(=O)c1ccc2cc(C)cc(C)c2n1	-0.1
CCCCC[C@H]1CCCCC[C@@H](O)C[C@@H](O)[C@@H](O)/C=C/C(=O)O1	0.0
CCOC(=O)[C@]12CCCC=C1N(Cc1ccc3c(c1)OCO3)C(=O)[C@H](CC(=O)N1CCOCC1)C2	0.0

Compounds listed so far that have a COOH group:
SMILES	Wnt bcat act
CCCCNC(=O)c1nc(C2CCN(S(=O)(=O)c3csc(C(=O)O)c3)CC2)oc1-c1ccccc1	1.2
CC(C)C[C@H](NC(=O)CC[C@H]1O[C@@H](n2ccc(=O)[nH]c2=O)[C@H](O)[C@@H]1O)C(=O)O	-0.7

Screens deposited in PubChem BioAssay by Broad Institute.
